Screens: PubChem BioAssay, several laboratories
bovine MsrA act = activates bovine MsrA enzyme; activation, % at 10.6 µM; actives 0.3% (n = 360,000); purified bovine MsrA, absorbance read-out; in the data active means activation above about 7.5%;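 further: 0% = vehicle and 100% = reference activator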
TbMetRS inhib = Trypanosoma brucei MetRS inhibition. purified T. brucei MetRS, ATP depletion, Kinase-Glo luminescence. inhibition, % at 11.9 µM. actives 0.4% (n = 360,000). AID 624268;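 active means inhibition above a per-plate cutoff of the control wells' mean inhibition plus 3 SD, cut at about 5.5% in these data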;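 further: 0% = DMSO wells median and 100% = median of wells with control inhibitor compound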
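assay system = parasite MetRS enzyme | timing = 15 min preincubation, 2 h reaction, all 25 °C | evaluation = percent inhibition relative to median high and low control wells | medium = HEPES buffer containing pyrophosphatase, BSA, spermine, DTT | compound = single dose, 11.9 µM final nominal, 0.9% final DMSO | detection = Kinase-Glo luminescence, ATP depletion format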
E coli Lon inh = inhibits E. coli Lon protease; P0A9M0; actives 0.42% (n = 360,000); inhibition, % at 7.94 µM; purified E. coli Lon protease, fluorescence polarization; AID 602123; in the data active means inhibition above about 13%, passing the limit was not always enough;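 further: 0% = enzyme with probe and DMSO and 100% = no enzyme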
Target sequence (P0A9M0 whole entry, looked up): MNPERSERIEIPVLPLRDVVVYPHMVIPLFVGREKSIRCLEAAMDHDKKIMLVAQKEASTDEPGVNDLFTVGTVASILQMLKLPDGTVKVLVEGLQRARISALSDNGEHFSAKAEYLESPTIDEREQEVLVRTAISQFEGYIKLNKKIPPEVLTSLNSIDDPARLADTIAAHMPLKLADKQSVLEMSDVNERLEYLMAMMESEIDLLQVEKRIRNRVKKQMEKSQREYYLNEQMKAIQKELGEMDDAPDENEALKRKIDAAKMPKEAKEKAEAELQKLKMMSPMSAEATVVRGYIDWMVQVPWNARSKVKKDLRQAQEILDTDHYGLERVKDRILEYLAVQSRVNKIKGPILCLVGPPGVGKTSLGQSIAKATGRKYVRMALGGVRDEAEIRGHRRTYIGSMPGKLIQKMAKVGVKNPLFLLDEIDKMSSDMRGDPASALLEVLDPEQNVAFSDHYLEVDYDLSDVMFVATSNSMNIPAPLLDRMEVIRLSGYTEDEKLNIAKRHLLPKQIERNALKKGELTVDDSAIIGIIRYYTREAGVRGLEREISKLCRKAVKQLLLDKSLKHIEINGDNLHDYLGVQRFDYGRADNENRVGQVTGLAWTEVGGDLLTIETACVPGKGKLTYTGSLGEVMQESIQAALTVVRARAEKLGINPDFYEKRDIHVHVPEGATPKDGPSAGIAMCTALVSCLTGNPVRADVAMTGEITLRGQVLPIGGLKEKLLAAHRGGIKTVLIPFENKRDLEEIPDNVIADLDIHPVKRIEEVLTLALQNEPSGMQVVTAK
CSN deneddyl inh = CSN deneddylation inhibition; Q92905; Purified CSN, SCF-Nedd8-OG deneddylation, fluorescence polarization; inhibition, % at 12.5 µM; actives 0.38% (n = 360,000);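 active means pattern-corrected inhibition above about 35%, with an unprinted fluorescence ratio check between 0.5 and 1.5, limit read from the data, passing the limit was not always enough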;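 further: 0% = enzyme with substrate and 100% = substrate without enzyme; some results filed as inactive read as strong as hits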
Target sequence (Q92905 whole entry, looked up, one chain of several): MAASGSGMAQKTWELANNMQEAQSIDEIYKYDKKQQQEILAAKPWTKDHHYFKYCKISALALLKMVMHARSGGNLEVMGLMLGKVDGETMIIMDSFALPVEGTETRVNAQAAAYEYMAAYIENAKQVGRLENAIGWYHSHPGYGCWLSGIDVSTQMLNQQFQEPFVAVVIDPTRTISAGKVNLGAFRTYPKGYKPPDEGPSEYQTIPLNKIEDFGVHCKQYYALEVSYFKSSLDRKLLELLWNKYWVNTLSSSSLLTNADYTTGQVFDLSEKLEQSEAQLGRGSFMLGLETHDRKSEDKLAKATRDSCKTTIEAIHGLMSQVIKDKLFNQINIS
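Assay system: purified human Csn5 enzyme expressed in HEK293T cells; measure: % inhibition; also added: SCFSkp2-Nedd8OG substrate at 10 nM final; technique: fluorescence polarization; times: reaction 90 min, room temperature; medium: Tris buffer pH 7.5, NaCl, DTT, Tween-20, trehalose, ovalbumin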
MLLE-PAM2 inh = inhibitors of microRNA-mediated deadenylation, human PABP1 MLLE binding; P11940; GST-MLLE / FITC-PAM2 fluorescence polarization; inhibition, % at 20 µM; actives 0.36% (n = 360,000); AID 588489; in the data active means inhibition above about 35%, passing the limit was not always enough;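 further: plate controls were DMSO wells with GST-MLLE for no effect and wells lacking GST-MLLE protein for full effect; some results filed as inactive read as strong as hits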
MsrA inhibitor = inhibitors of bovine MsrA; purified bovine MsrA, absorbance read-out; AID 651718; actives 0.75% (n = 360,000); inhibition, % at 15.5 µM; in the data active means inhibition above about 4.5%;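 further: 0% = vehicle wells with enzyme and 100% = reference inhibitor wells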
FAS TE block = blocks the thioesterase domain of human fatty acid synthase. P49327. inhibition, % at 15 µM. actives 0.67% (n = 360,000). AID 602261. recombinant FAS-TE, OMFH fluorogenic substrate, fluorescence endpoint;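 active means compounds whose normalised, plate-corrected inhibition of enzyme fluorescence in the single-dose primary screen is 50% or more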;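 further: 0% = DMSO with enzyme and 100% = substrate without enzyme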
Rin1-Abl PPI inh = blocks binding of human Rin1 to Abl | inhibition, % at 7.35 µM | AID 588664 | P00519+Q13671 | TR-FRET Rin1/Abl binding, biochemical | actives 0.4% (n = 360,000); in the data active means inhibition above about 5%, passing the limit was not always enough
Neddylation inh = cullin neddylation inhibition; P61081+Q13564; TR-FRET cullin neddylation, biochemical; calls only at 25 µM; actives 0.58% (n = 360,000); AID 651699; in the data active means inhibition above about 36%
An asterisk follows results filed as active; i = inactive; / = no result given; + = active, no number; & = joins results of further samples.

SMILES	bovine MsrA act	TbMetRS inhib	E coli Lon inh	CSN deneddyl inh	MLLE-PAM2 inh	MsrA inhibitor	FAS TE block	Rin1-Abl PPI inh	Neddylation inh
O=C1c2cnc3nc(SCc4ccc(Cl)cc4)nn3c2CC2c3ccccc3CCN12 (stereo not drawn)	-3	0.0	1	-1	-14	0.7	17	4	i
CCOC(=O)CN(C)C(=O)C1CCCN1C(=O)OC(C)(C)C (stereo not drawn)	-3	-0.4	2	0	-2	0.7	-11	1	i
CCCCNC(=O)CCn1c(=O)c2ccccc2n(Cc2ccc(Cl)cc2)c1=O	-2	-0.2	8	3	8	0.8	-6	0	i
c1ccc(-c2ccc3[nH]ccc3c2)cc1	-3	0.0	-2	2	-6	0.0	14	2	i
O=C(CCCC(=O)OCC(Cl)=C(Cl)Cl)Nc1ccc(F)cc1	-2	-0.1	3	-1	-7	0.1	16	-3	i
Nc1nc(Nc2ccc(Cl)cc2)nc(NCc2ccco2)c1[N+](=O)[O-]	-5	3.4	-8	5	-3	-0.5	45	-2	i
COc1cc(NC(=O)CSCc2ccccc2)c(C(=O)O)cc1OC	10.0*	-0.9	-6	0	-18	-0.2	-4	0	i
COc1cc(Cl)c(C)cc1NC(=O)COC(=O)C1=COCCO1	-4	-0.6	0	3	-3	1.9	0	0	i
CCCOc1ccc(-c2cc(C(F)(F)F)c(C#N)c(SCC(=O)O)n2)cc1	-1	0.4	2	-3	3	0.2	31	0	+
N#C/C(=C\c1ccccc1)C(=O)NNS(=O)(=O)c1cccc([N+](=O)[O-])c1	-2	-0.1	-8	-2	-10	1.6	-8	0	i
OCc1cccc(-c2cnc3c(Nc4cccc(OC(F)(F)C(F)F)c4)nccn23)c1	-4	-0.3	6	0	-7	0.5	13	-2	i
CCOc1cccc(CN2CCC(N3CCC(C(=O)NCC4CCCO4)CC3)CC2)c1 (stereo not drawn)	-1	-0.4	-2	5	-3	0.6	-7	-5	i
CC(C)OCCCNC(=O)Cc1ccc(F)cc1	-6	-0.5	-3	-5	4	-0.9	-4	0	i
CCCNC(=O)C1(C)CCN1C(=O)Cc1ccc(-c2ccccc2)cc1 (stereo not drawn)	-5	-0.1	-1	0	8	0.1	-8	-3	i
CC(=O)c1c(O)cc(=O)n(-c2ccccc2)c1-c1ccc(C)cc1	-10	-1.5	-9	-3	-7	-0.6	0	0	i
CC(C)c1ccc(S(=O)(=O)N2CCN(C(=O)c3cccc(S(=O)(=O)N4CCOCC4)c3)CC2)cc1	-3	-0.1	-7	3	-2	0.6	18	0	i
COc1ccc(COC(=O)c2nc3nc(C)cc(C)n3n2)cc1F	-2	0.1	-1	2	-16	0.0	7	-6	i
O=C(Cn1nc(Cc2ccncc2)c2ccccc2c1=O)Nc1cccnc1Cl	-3	0.0	-6	2	11	2.1	-4	-4	i
O=C(NC(=S)Nc1cccnc1)c1cccs1	-13	0.3	13	0	39*	0.4	-2	-2	i
CCC(=O)N1CCN=C1SCc1cccc(C(F)(F)F)c1	-5	0.0	-17	3	5	0.4	1	-1	i
O=C1CCC(=O)N1c1ccc(S(=O)(=O)Nc2cccc(Br)c2)cc1	-1	-0.2	8	3	-1	-0.4	-4	6	i
CCOC(=O)Nc1ccc(OC)cc1S(=O)(=O)N1CCCCC1	1	-0.2	-12	1	1	0.2	-5	-2	i
O=C1C(Cc2ccccc2)Nc2ncnc(N3CCOCC3)c2N1Cc1ccc(Br)cc1 (stereo not drawn)	-4&-3	-0.2&0.0	6&-5	-6&-8	7&-4	-0.2	-3&1	0&-1	i
O=C(CN1CCOCC1)Nc1ccccc1F	-1	0.2	-5	-2	-5	-0.5	-1	1	i
CCOC(=O)N1CCC(NC(=O)c2ccc3c(c2)N(CC)CCS3)CC1	-1	-0.1	5	0	38*	0.7	0	-2	/
COc1cc(NC(=O)CSc2nc(=O)n(CCN3CCOCC3)c3c2CCCC3)cc(OC)c1	-9	-0.5	-1	3	3	0.4	-3	5	i
COc1ccc(OC)c(NC(=O)COC(=O)CN2C(=O)NC3(CCCC3)C2=O)c1	-4	-0.4	-6	-3	-6	1.5	-4	2	i
Cc1cccc(N=C2N=C(N)c3ccccc32)c1	0	-0.7	8	6	-12	0.0	-10	1	i
COc1ccc(-c2c(NC(=O)C(C)C)n(C)c3ccccc3c2=O)cc1	-3	-0.6	-4	-6	-7	2.1	-2	0	/
Cc1cc(C)c2c(CC(=O)NC3CCS(=O)(=O)C3)coc2c1 (stereo not drawn)	-1	0.2	2	-1	5	0.4	-6	2	i
Cc1cc(-c2nnc(SCc3cccnc3)o2)no1	0	-0.3	-2	4	-3	-1.5	-8	1	i
COc1ccc(CNC(=O)CN2CCC(C(=O)c3ccc(OC)cc3)CC2)cc1	1	-0.3	-4	-3	6	-0.5	1	0	i
CCOC(=O)C1=NN(c2ccc(Cl)cc2)C(=O)C1	-8	-0.7	-5	0	7	3.7	-2	1	/
O=C(CN1C(=O)C2CC=CCC2C1=O)Nc1ccc(S(=O)(=O)Nc2ncccn2)cc1 (stereo not drawn)	-3	0.1	1	5	-17	0.8	-1	1	i
COc1cccc(C2CC(=O)Nc3n[nH]c(-c4ccccc4)c32)c1OC (stereo not drawn)	1	0.5	-10	-4	2	1.8	2	-5	i
COc1ccc(/C=C2/SC(=S)N(CCCC(=O)Nc3ccccc3C(=O)O)C2=O)cc1	-5	-0.3	5	4	2	0.0	5	0	i
COC(=O)c1ccc(CNc2ccc(C(C)=O)cc2)cc1	-4	-0.4	-3	-4	-11	1.3	-3	-1	i
CCC1CCCCN1CCCNC(=O)c1c(O)nc2ccccn2c1=O (stereo not drawn)	-1	0.0	11	-1	19	0.6	-5	-2	i
COc1ccc(-c2nc3ccccn3c2NC2CCCCC2)cc1SC1CCCCC1	1	0.2	0	4	-3	2.3	31	1	/
O=C(NC1CCC1)C1CCC(=O)N(Cc2ccccc2F)C1 (stereo not drawn)	-3	0.5	-2	-1	-13	0.1	-3	1	i
CSc1nncc(/C(C)=N/O)n1	-6	-1.0	-3	-3	-5	0.4	-8	1	i
Cc1cccc(NC(=O)c2cc(S(=O)(=O)c3ccccc3)ccc2Cl)c1	-1	0.0	0	6	0	-0.5	23	3	i
Cc1ccc(C(=O)NCCN(C)C)c(C)c1	-4	0.0	-3	-5	2	0.7	-7	-1	i
CN(C)C(CNC(=O)c1ccccc1OCc1ccc(Cl)cc1)c1ccco1 (stereo not drawn)	-2	-0.3	-8	4	9	-0.8	6	2	i
CCN(CC)S(=O)(=O)c1ccc(C(=O)NC(C)(C)C)cc1	-9	0.2	2	0	-1	0.1	-5	4	i
Cc1ccc(NC(=O)CSc2nnc(Cn3cnc4ccccc43)o2)c(C)c1	-4	-0.9	-2	-6	6	-0.1	-7	-1	i
Cc1ccc(C)c(NC(=O)CN(C)S(=O)(=O)c2cccc3cccnc23)c1	-2	-0.5	-6	-3	14	-0.2	-4	-3	i
NC(=O)CN1C(=O)NC2(CCOc3ccccc32)C1=O (stereo not drawn)	-13	-0.8	-8	-4	3	0.5	-1	1	i
COc1ccc(-n2ncc(C(C)NS(=O)(=O)c3cc(F)ccc3C)c2C)cc1 (stereo not drawn)	-4	-0.3	-2	-1	16	0.7	0	0	i
O=c1cc(-c2ccccc2)[nH]n1-c1ccc([N+](=O)[O-])cc1	-4	-0.3	0	-1	28	/	3	-1	i
O=C(Cc1ccccc1F)NCC(c1ccco1)N1CCCCC1 (stereo not drawn)	0	-0.6	-4	2	-11	0.3	1	-2	i
CC(=O)Nc1ccc(Nc2cc(C)nc3c(-c4ccccc4)cnn23)cc1	-3	0.2	-3	-8	-7	0.3	14	3	/
C[C@@H]1CN([C@@H](C)CO)C(=O)c2cc(NS(C)(=O)=O)ccc2O[C@@H]1CN(C)S(=O)(=O)c1ccccc1	-2	2.8	6	-2	7	0.8	-13	2	i
Cc1ccc(/C=C2\SC(=S)N(c3c(C)n(C)n(-c4ccccc4)c3=O)C2=O)cc1	-3	-0.1	-2	3	47*	3.4	-2	-3	i
COc1ccc(C(=O)NNC(=O)C(=O)NC2CCCCC2)cc1	-3	-0.3	1	-1	-2	-0.7	-2	0	i
COCCNc1nc(SCc2ccccc2)nc2sc3c(c12)CCC3	-3	-0.4	-3	0	2	-0.2	21	3	i
CCc1nnc(NC(=O)c2cc(S(=O)(=O)N3CCCCC3)ccc2C)s1	-5	-0.5	-9	-2	-43	-0.2	-4	2	i
C=CC[C@H](CC(=O)N(CCO)Cc1ccccc1)C(=O)NCCOC(=O)[C@@H](CC=C)Cc1ccc(F)cc1	-1	-0.5	3	-3	-5	0.2	1	-2	i
O=S(=O)(c1cc(F)ccc1F)N1CCN2CCCC2C1 (stereo not drawn)	-3	-1.1	4	-1	-4	-1.6	-8	5	i
CC1(C)CC(=O)CC(=Nc2ccc(C(=O)O)cc2)C1	-4	-0.1	-4	1	3	3.8	-5	-5	i
Remaining list, next part.
SMILES	bovine MsrA act	TbMetRS inhib	E coli Lon inh	CSN deneddyl inh	MLLE-PAM2 inh	MsrA inhibitor	FAS TE block	Rin1-Abl PPI inh	Neddylation inh
C[C@H](CO)NC(=O)c1[nH]cnc1C(=O)Nc1ccc(CNC(=O)OC(C)(C)C)cc1	-1	-0.1	-2	1	-1	-1.0	-9	0	i
COc1cccc2cc(C(=O)Nc3ccccc3C)/c(=N/NS(=O)(=O)c3ccccc3)oc12	-2	0.2	0	4	2	0.2	-1	-2	i
NS(=O)(=O)c1ccc(NC(=O)COC(=O)c2cn(-c3ccccc3)nc2-c2ccccc2)cc1	-4	0.1	-6	2	4	0.1	-4	-5	i
Cc1ccnc(NC(=O)CCC(=O)N(CC(=O)NCCc2ccccc2)Cc2cccs2)c1	-3	-0.1	0	2	1	1.6	0	0	i
Cc1ccc(S(=O)(=O)Cc2ccc(C(=O)N3CCN(c4ccccn4)CC3)o2)cc1	4	0.4	-6	-3	-13	2.5	-2	-2	i
COCC(=O)Nc1cc(C)c2c(=O)oc3ccccc3c2n1	-3	-0.2	-6	13	10	0.5	-4	0	i
Cc1noc(C)c1C(=O)NCCc1ccc(S(N)(=O)=O)cc1	-6	-0.5	-2	-5	15	-0.4	-4	-2	i
O=[N+]([O-])c1cccc(-c2csc(CS(=O)(=O)Cc3ccco3)n2)c1	-2	-0.3	-9	-2	8	-0.9	21	-1	i
CC(=O)Nc1cc(-c2cccc(C(=O)NCCO)c2)cn2c(-c3ccc(F)cc3)cnc12	-3	0.0	3	-4	3	0.5	6	-6	i
CCCc1ccc2ccc3ccccc3c2n1	-5	-0.1	1	-2	14	-1.5	15	2	i

Reprinted from the entries so far (2 entries):
SMILES	bovine MsrA act	TbMetRS inhib	E coli Lon inh	CSN deneddyl inh	MLLE-PAM2 inh	MsrA inhibitor	FAS TE block	Rin1-Abl PPI inh	Neddylation inh
COc1cc(NC(=O)CSCc2ccccc2)c(C(=O)O)cc1OC	10.0*	-0.9	-6	0	-18	-0.2	-4	0	i
COc1cc(Cl)c(C)cc1NC(=O)COC(=O)C1=COCCO1	-4	-0.6	0	3	-3	1.9	0	0	i

Three compounds already listed, arranged by heavy-atom count, ascending:
SMILES	bovine MsrA act	TbMetRS inhib	E coli Lon inh	CSN deneddyl inh	MLLE-PAM2 inh	MsrA inhibitor	FAS TE block	Rin1-Abl PPI inh	Neddylation inh
O=C(CN1CCOCC1)Nc1ccccc1F	-1	0.2	-5	-2	-5	-0.5	-1	1	i
COc1cc(NC(=O)CSCc2ccccc2)c(C(=O)O)cc1OC	10.0*	-0.9	-6	0	-18	-0.2	-4	0	i
O=C1C(Cc2ccccc2)Nc2ncnc(N3CCOCC3)c2N1Cc1ccc(Br)cc1 (stereo not drawn)	-4&-3	-0.2&0.0	6&-5	-6&-8	7&-4	-0.2	-3&1	0&-1	i

This is a random part of the collection. Share with any hit: about 4%.
